# Bioassay records from PubChem BioAssay.
# HepG2 tox: kills HepG2 cells in TGF-b inhibitor counter-screen; HepG2 CAGA-GFP viability, ATP luminescence, 18 h; Potency, µM (doses to about 46.1 µM), for the others: top-dose activity change, negative = cytotoxicity, hits mostly cytotoxic; actives 0.76% (n = 410,000); note: potency is the fitted concentration of half-maximal effect; some results filed as inactive show a strong effect at the top dose
#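 CellTiter-Glo luminescence gave cytotoxicity after 18 hours at 37 degrees C. The cells were HepG2 CAGA-GFP in 1% FBS DMEM, stimulated with 500 pg/mL TGF-beta after compound addition. %Activity was normalised to no-cell wells (complete cell-killing) and DMSO (no toxicity), and curves were fitted and classified.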
# Abeta rescue: compounds reversing amyloid beta toxicity in yeast | yeast expressing A-beta42, growth rescue, OD600, 48 h; response scale: 0% DMSO, 100% iron-clioquinol control | Potency, µM (titrated, usually from 46.1 µM), without a hit: at the highest dose growth rescue, usual class: activators | actives 0.063% (n = 410,000); note: potency is the fitted concentration of half-maximal effect; nearly all actives have a fitted effect of over 55% in size
#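 Yeast growth medium received pinned compounds, then yeast cells expressing toxic A-beta were added; plates incubated at 30 C for 48 hr. Growth read as absorbance at 600 nm, normalized to DMSO and equimolar FeCl3 plus clioquinol controls.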
# A549 viability: A549 cytotoxicity, counter-screen for Nrf2 inhibitors | Potency, µM (doses to about 46 µM), for the others: top-dose activity change, negative = cytotoxicity, hits mostly inhibitors | A549 ARE-Fluc cells, CellTiter-Fluor viability, 18-24 h | actives 0.16% (n = 390,000) | AID 504648; note: potency is the fitted concentration of half-maximal effect; % is set by controls: 0 for no effect and ±100 for the full control effect
#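 Cytotoxicity counterscreen: CellTiter-Fluor fluorescence was measured in A549 ARE_Fluc cells after 18-24 h of compound exposure in a concentration series. The subsequent BugLite luminescent read reports ARE-luciferase activity.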
# Akt phos inh: Akt phosphorylation inhibition | actives 0.32% (n = 360,000) | activity change, % for hits at 50 µM | Neuro2A IGF-stimulated pAkt S473 HTRF, 20 min; stronger effect = lower value | AID 651550; in the data active = activity change below about -80%; inconclusive = mostly about -51% to -80%; note: % is set by controls: 0 for no effect and ±100 for the full control effect
#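 Neuro2A cells in DMEM with 0.5% FBS, overnight at 37 deg C, given compound at single 50 µM final, then IGF (6 nM final) for 20 min at 37 deg C. Lysed; phospho-Akt Ser473 by HTRF after 24 h, 665/615 ratio.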
# CCT chaperon mod: modulators of cytosolic chaperonin (CCT/TRiC) activity | purified chaperonin ATPase assay, HTRF ADP detection, 30 min | activity change, % (test concentration not listed), hits read low | actives 0.3% (n = 360,000) | AID 651819; in the data active = activity change below about -30%; note: % is set by controls: 0 for no effect and ±100 for the full control effect
#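 We incubate TRiC, 40 or 20 nM final, with library compounds at 76 uM and 10 uM ATP for 30 min at 37 °C. ADP formed is detected with Transcreener HTRF reagents after 30 min at room temperature.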
# Nrf2 activator: Nrf2 pathway activation; AREc32 ARE-luciferase reporter (MCF7-derived line), luminescence, 24 h; Potency, µM (series often up to 46.1 µM), inactives show at the top dose activation, most hits filed as activators; actives 0.31% (n = 410,000); AID 624171; note: potency is the fitted concentration of half-maximal effect; % of control where 0% means no effect; nearly all actives have a fitted effect of over 65% in size
#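 ARE-driven firefly luciferase activity in AREc32 cells measured after a 24 hr compound exposure at 37 deg C, using Steady-Glo reagent and a 30 min room-temperature hold.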
# Nrf2 inh: Nrf2 pathway inhibition; A549 ARE-Fluc reporter, luciferase luminescence, 18-24 h; Potency, µM (series often up to 46 µM), for inactives: at the top dose activity change, negative = inhibition, usual class: inhibitors; actives 2.1% (n = 360,000); note: potency is the fitted concentration of half-maximal effect; % is set by controls: 0 for no effect and ±100 for the full control effect; nearly all actives have a fitted effect of over 60% in size
#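 A549 ARE_Fluc cells, 5000/well, 5% FBS OPTI-MEM; compounds in dose-response, 18-24 h at 37 °C/5% CO2; CellTiter-Fluor viability read (Ex 405/Em 525), then BugLite luciferase luminescence = Nrf2 activity.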
# Mm-Cpn inhibitor: blocks the Methanococcus maripaludis chaperonin Mm-Cpn; purified Mm-Cpn ATPase, ADP Transcreener TR-FRET; Potency, µM (series often up to 76.9 µM), inactives show at the top dose activity, negative = inhibition, most hits filed as inhibitors; actives 0.031% (n = 330,000); AID 504842; note: potency is the fitted concentration of half-maximal effect; % is set by controls: 0 for no effect and ±100 for the full control effect; nearly all actives have a fitted effect of over 80% in size
#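 ATP (10 uM final) was added to archaeal chaperonin (25 nM final) after 10 min exposure to test compound at 37°C; after 30 min further incubation, ADP was detected by competitive TR-FRET.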
# TGFb inhibitor: blocks TGF-b signaling; HepG2 CAGA-GFP TGF-b/SMAD3 reporter, GFP fluorescence, 18 h; TGF-beta stimulated, 500 pg/mL final; Potency, µM (highest dose often 46.1 µM), inactives show top-dose activity, negative = inhibition, usual class: inhibitors; actives 1.2% (n = 410,000); AID 588855; note: potency is the fitted concentration of half-maximal effect; % is set by controls: 0 for no effect and ±100 for the full control effect; nearly all actives have a fitted effect of over 65% in size
#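 GFP signal (ex488/em500-530) from TGF-beta-stimulated HEPG2 CAGA-GFP cells, 500 pg/mL final, 18 h at 37 degrees C in DMEM plus 1% FBS, normalized to unstimulated and DMSO-stimulated controls.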
# * hit, by the source's call; i = inactive; ? = inconclusive; / = not tested or not shown; & = joins results of further samples; ! = not confirmed by another sample; [ ] = another dose, or the depositor's remark. Unless noted, calls come from the whole dose curve; as a rule, active = well fitted curve in the direction sought with a large enough effect; inconclusive = small, poorly fitted or top-dose-only effect, or another doubt; inactive = no such curve, though single readings can be large; an effect the other way counts as inactive or inconclusive. No enrichment for hits. Share with any hit: about 4.3%.
SMILES,HepG2 tox,Abeta rescue,A549 viability,Akt phos inh,CCT chaperon mod,Nrf2 activator,Nrf2 inh,Mm-Cpn inhibitor,TGFb inhibitor
CC1Cc2ccccc2N1C(=O)CN1C(=O)NC(C)(c2ccc3c(c2)OCCO3)C1=O (stereo not given),0%,3%,2%,i,-2.3,0.1%,9%,0%,-14%
COc1ccc(-c2noc(N3CCC(C(=O)Nc4ccccc4F)CC3)n2)cc1,-27%,-17%,1%,i,-0.4,-1.8%,-5%,1%,-3%
CCOc1ccc2nc(SCC3CC3(Cl)Cl)[nH]c2c1 (stereo not given),12%,10%,-9%,i,-3.7,3.1%,?,1%,-24%
O=C(Cn1cc(C(=O)C(F)(F)F)c2ccccc21)N1CCOCC1,0%,14%,0%,i,-0.7,-0.7%,0%,2%,11%
CN(C)c1cccc(C(=O)OCC(=O)Nc2nccs2)c1,-5%,22%,1%,i,0.6,3.0%,?,-4%,-5%
Cc1ccccc1-n1c(C)nnc1SC(C)C(=O)NCC1CCCO1 (stereo not given),0%,10%,-3%,i,-0.9,-0.4%,2%,-2%,4%
c1ccc2c(c1)OCC(c1csc3ncnc(N4CCCCC4)c13)O2 (stereo not given),-46%,-5%,-12%,i,-2.1,0.0%,?,-1%,-3%
CSc1nnc(SCc2nc3sc(C(=O)O)c(C)c3c(=O)[nH]2)s1,0%,11%,1%,i,-1.6,-0.8%,6%,2%,1%
Cc1ccc(N2CCN(S(=O)(=O)c3ccc(F)c(C(=O)Nc4ccc(Cl)cc4Cl)c3)CC2C)cc1 (stereo not given),-4%,-11%,17%,/,/,-1.1%,/,/,9%
Cc1ccc(Cl)cc1N1CCN(C(=O)C(C)n2ncn3cccc3c2=O)CC1 (stereo not given),1%&-29%,-21%&-17%,?,i,1.9,0.1%&0.5%,18µM*!,-2%,5%&-18%
CS(=O)(=O)Nc1cccc(C2=NN(C(=O)CCCC(=O)O)C(c3cccs3)C2)c1 (stereo not given),0%,-3%,-1%,i,0.5,-0.6%,13%,-9%,-5%
C=CCOc1ccc(CNn2cn[nH]c2=S)cc1OCC,8%,4%,4%,-82%*,-0.2,0.2%,/,1%,-17%
O=C(O)C1C2CC(C(Br)C2Br)C1C(=O)O (stereo not given),8%,13%,-2%,i,-2.4,-0.5%,11%,/,-6%
CCOc1ccc(CCNC(=O)C2CCC(CNS(=O)(=O)c3ccc(Cl)cc3)CC2)cc1OCC (stereo not given),-15%,1%,6%,/,/,-0.8%,/,/,-8%
O=C(O)CCCC(=O)Nc1nc2n(n1)C(c1ccc(F)cc1)CC(c1ccc(Cl)cc1)N2 (stereo not given),0%,20%,-2%,i,0.2,-0.1%,?,0%,-9%
CCN(C(=O)Cn1c(=O)n(-c2ccccc2)c(=O)c2ccc(C(=O)NCc3ccc4c(c3)OCO4)cc21)c1cccc(C)c1,2%,-6%,0%,/,/,0.0%,?,/,-18%
Cc1ccc(C(C(=O)NC2CCCC2)N(C(=O)Cc2cccs2)c2cccc(C)c2C)o1 (stereo not given),-1%,-3%,?,i,0.5,-0.4%,?,3%,-13%
COCCNc1nc2cc(-c3ccsc3)sc2c(=O)n1C,-4%,-20%,/,i,-2.9,10%,/,/,-15%
Cc1cc(C)cc(N(C(=O)c2csnn2)C(C(=O)NC2CCCCC2)c2ccccn2)c1 (stereo not given),7%,3%,1%,i,-11,0.0%,7%,-3%,5%
CCC(=O)c1c(CC)c2n3c1CC[C@H]3CCC2,16%,1%,0%,i,-1.5,0.2%,-6%,-1%,3%
CCOc1ccc(CCNC(=O)CS(=O)(=O)Cc2nc(-c3ccccc3F)oc2C)cc1,-7%,7%,-5%,i,-1.1,-0.2%,?,-3%,?
CCN(CC)C(=O)CSc1nc2c(sc(=S)n2CC)c(=O)n1-c1ccccc1,3%,4%,?,i,-0.7,-0.2%,?,-2%,?
O=C(CNS(=O)(=O)c1ccc(Cl)cc1)OCC(=O)N1CCCc2ccccc21,-17%,20%,-1%,i,-1.5,0.2%,6%,1%,0%
Cc1csc(=O)n1CCC(=O)OCC(=O)NNC(=O)c1ccc(Cl)cc1,-28%,24%,5%,i,0.6,1.7%,3%,0%,3%
CCC(CC)c1nnc(NC(=O)CN2C(=O)NC3(CCCC3)C2=O)s1,1%,6%,0%,i,-2.6,-0.9%,-10%,2%,5%
Cc1nc(CNS(=O)(=O)c2ccc3ccccc3c2)cs1,-7%,-6%,6%,i,-2.7,-1.0%,-22%,3%,-17%
COc1cc(N2CCOCC2)ccc1C=C(C#N)C#N,-9%,-2%,17%,i,0.6,0.3%,4%,0%,-2%
CCc1ccc(CNC(=O)CN2C(=O)C3CCCCN3c3ccc(C(=O)N4CCCC4)cc32)cc1 (stereo not given),0%,-13%,4%,/,/,0.2%,/,/,?
Cc1ccc(SCCC(=O)OC(C(=O)NC(N)=O)C(C)C)cc1 (stereo not given),-11%,-5%,0%,i,-1.3,-0.5%,-15%,0%,-17%
COc1ccccc1-n1ccnc1SCC(=O)NC(C)(C)C,13%,4%,2%,i,-3.6,-0.4%,3%,?,-20%

# 3 entries out of the list above, arranged by the number in CCT chaperon mod, rising.
SMILES | CCT chaperon mod
CCC(CC)c1nnc(NC(=O)CN2C(=O)NC3(CCCC3)C2=O)s1 | -2.6
CS(=O)(=O)Nc1cccc(C2=NN(C(=O)CCCC(=O)O)C(c3cccs3)C2)c1 (stereo not given) | 0.5
Cc1csc(=O)n1CCC(=O)OCC(=O)NNC(=O)c1ccc(Cl)cc1 | 0.6

# (listing goes on)
SMILES,HepG2 tox,Abeta rescue,A549 viability,Akt phos inh,CCT chaperon mod,Nrf2 activator,Nrf2 inh,Mm-Cpn inhibitor,TGFb inhibitor
Cc1cnc(NC(=O)Nc2ccc(OCc3ccccc3)cc2)c(Br)c1,-12%,-17%,13%,i,-1.3,-0.1%,?,1%,1%
NS(=O)(=O)c1ccc(CCNS(=O)(=O)c2ccccc2)cc1,-8%,-11%,0%,i,1.0,1.5%[9.22 µM],?,2%,-10%
CSc1nc(N(C)C)nc(N(C)C#N)n1,-3%,-4%,-4%,i,-0.1,-0.1%,-8%,-1%,-2%
Cc1cc(-c2ccccc2)n(-c2ccc(C(=O)NC(C)C)cc2)n1,10%,1%,-1%,i,-0.5,-0.5%,-22%,-2%,6%
N#Cc1cccc(NC(=O)c2cc3c(s2)-c2ccc(Cl)cc2SC3)c1,-37%,-15%,?,/,/,0.3%,?,/,?
CCN(CC)CCN(C(=O)c1ccc2c(c1)CCCC2)c1nc2ccc(F)cc2s1,-32%,3%,-7%,i,0.1,0.4%,?,1%,8%
NC(=O)C1(N2CCCCC2)CCN(S(=O)(=O)c2cc(Cl)ccc2Cl)CC1,-24%,3%,3%,i,-2.3,-0.2%,-5%,2%,-12%
CC(C)(O)C#Cc1ccc(CN2CCN(Cc3ccccc3)C(CCO)C2)cc1 (stereo not given),-6%,-3%,1%,i,0.5,3.0%,20%,-1%,0%
COc1ccccc1Cc1nc2ccccc2nc1SCC(=O)N1CCC(C)CC1,-60%,-9%,7%,/,/,4.4%,/,/,16µM*
CCN(C(=O)c1cn(CC)c(=O)c2cc(OC)c(OC)cc12)c1ccc(C)c(C)c1,-17%,-17%,4%,/,/,0.9%,?,/,-8%
CC(C)(C)OC(=O)COc1ccc(/C=N/NC(=O)CN2CCCCC2)cc1,0%,2%,-2%,i,-0.4,-0.7%,?,0%,-5%
CN(C)c1ccc(CN(C(=O)/C=C/c2ccccc2Cl)C2CCS(=O)(=O)C2)cc1 (stereo not given),-14%,12%,?,i,-0.3,9.4%,?,-4%,?
C#CCOCCOCCOCCNc1nc(N2CCN(C(=O)[C@H](Cc3ccc(O)cc3)n3cc([C@@H](N)C(C)CC)nn3)CC2)nc(N2CCN(C(=O)[C@H](Cc3cc4ccccc4[nH]3)n3cc([C@@H](N)C(C)CC)nn3)CC2)n1 (stereo not given in full),26%,-8%,-2%,i,-0.8,1.1%,6%,/,-3%
O=C(NCCc1ccc(Cl)cc1)c1ccc(CNc2c(N3CCOCC3)c(=O)c2=O)cc1,-7%,1%,1%,i,-2.8,0.3%,14%,-1%,-10%
CC1(C)NC(=O)N(CC(=O)OCC(=O)Nc2sccc2C#N)C1=O,-13%,-13%,1%,i,0.0,-0.3%,12%,-2%,-3%
O=C1CC(c2ccccc2)=Nc2ccccc2N1Cc1ccccc1,10%,24%,-2%,i,-6.0,0.1%,-13%,1%,0%
NS(=O)(=O)c1ccc(CCNC(=O)CN2CCN(Cc3cccc(C(F)(F)F)c3)CC2)cc1,-7%,0%,-6%,i,-3.3,0.3%,?,2%,?
Cn1nnnc1SCC(=O)N1CCc2ccccc21,-5%,-3%,2%,i,-3.2,0.1%,2%,2%,11%
COc1ccc(-c2nn(-c3ccc(F)cc3)c3c2cnc2cc4c(cc23)OCO4)cc1,-7%,3%,6%,/,/,-0.2%,/,/,0%
COCC(=O)N(Cc1cc2cc(C)ccc2[nH]c1=O)c1ccc(C)c(C)c1,-3%,25%,0%,i,0.2,2.3%,22%,0%,7%
Cc1cc(S(=O)(=O)N2CCN(c3ccccn3)CC2)c(C)cc1Cl,-23%,?,?,i,1.3,2.5%,-7%,1%,?
Cc1cc(C)cc(C(=O)NCC(=O)N2CCN(c3cccc(Cl)c3)CC2)c1,-6%,-9%,-20%,i,-0.5,0.0%,21µM*,1%,?
